TEAD-YAP inh: TEAD-YAP interaction inhibition. HEK-TIYL cells, TEAD-Gal4/YAP UAS-luciferase luminescence. inhibition, % at 9.12 µM. 640,000 tested, 1.4% active; in the data active means inhibition above about 32%;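 further: 0% = median of test compound wells and 100% = reference inhibitor wells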
MITF primary: inhibitors of human MITF | inhibition, % at 2.6 µM | AlphaScreen MITF homodimerization, bead proximity signal | 650,000 tested, 0.91% active | AID 1259374; in the data active means inhibition above about 50%;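 further: 0% = vehicle wells with protein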
Target sequence (O75030 whole entry, looked up): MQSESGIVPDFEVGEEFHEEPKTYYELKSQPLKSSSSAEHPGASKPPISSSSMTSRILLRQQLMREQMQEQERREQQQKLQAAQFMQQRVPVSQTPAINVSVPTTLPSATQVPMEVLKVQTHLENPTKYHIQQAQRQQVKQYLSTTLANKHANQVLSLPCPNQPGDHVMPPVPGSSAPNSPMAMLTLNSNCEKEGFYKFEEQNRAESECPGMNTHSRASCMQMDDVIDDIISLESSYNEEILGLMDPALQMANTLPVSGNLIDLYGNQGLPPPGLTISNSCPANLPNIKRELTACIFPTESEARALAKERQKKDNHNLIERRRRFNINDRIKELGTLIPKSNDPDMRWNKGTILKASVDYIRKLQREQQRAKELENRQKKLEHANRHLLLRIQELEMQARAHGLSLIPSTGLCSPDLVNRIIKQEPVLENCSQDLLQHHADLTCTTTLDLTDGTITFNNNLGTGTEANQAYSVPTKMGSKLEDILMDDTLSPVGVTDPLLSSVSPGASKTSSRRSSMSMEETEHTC
GPR151 ag: activators of human GPR151. PathHunter beta-arrestin GPR151 cells, luminescence. 650,000 tested, 1% active. activation, % at 11.2 µM; in the data active means activation above about 4.9%;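 further: 0% = median of compound wells and 100% = cells with positive control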
Target sequence (Q8TDV0 whole entry, looked up): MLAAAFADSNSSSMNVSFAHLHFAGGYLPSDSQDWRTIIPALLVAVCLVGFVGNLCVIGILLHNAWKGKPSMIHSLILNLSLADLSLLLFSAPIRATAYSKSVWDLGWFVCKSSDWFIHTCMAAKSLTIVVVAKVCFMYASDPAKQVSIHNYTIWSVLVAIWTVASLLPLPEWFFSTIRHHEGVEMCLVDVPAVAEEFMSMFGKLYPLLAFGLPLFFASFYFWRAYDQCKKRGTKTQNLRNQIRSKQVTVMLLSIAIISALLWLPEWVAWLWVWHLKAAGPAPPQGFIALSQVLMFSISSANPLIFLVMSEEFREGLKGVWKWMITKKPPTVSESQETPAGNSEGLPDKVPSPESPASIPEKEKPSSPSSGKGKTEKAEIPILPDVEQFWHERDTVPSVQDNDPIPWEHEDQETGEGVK
FBW7 act: activators of human E3 ligase FBW7. AlphaScreen FBW7–phospho-cyclin E peptide binding, activator screen. AID 1259310. 650,000 tested, 0.13% active. Q969H0. normalized activity (activation), % at 26.1 µM; in the data active means normalized activity above about 1.9%;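 further: purified mutant Fbw7 with reduced substrate affinity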
* = called active by the depositor; & = joins results of further samples.

SMILES	TEAD-YAP inh	MITF primary	GPR151 ag	FBW7 act
COCCCNC(=O)CN(CCc1ccccc1)S(=O)(=O)c1ccccc1	9	14	1.0	0.1
COc1cccc(-c2csc(N3CCN(CC(=O)Nc4ccc(Cl)cc4)CC3)n2)c1	-13	17	-1.4	0.1
CCOCCn1c(SCc2c(F)cccc2Cl)nc2c1c(=O)[nH]c(=O)n2C	-4	1	1.2	0.1
CCOC(=O)Cc1nnc2c(Nc3ccc(OC)cc3)nc3nonc3n12	3	3	1.7	0.0
COc1ccc(/C=C(\NC(=O)c2cccc(Br)c2)C(=O)NCCO)cc1	5	5	0.4	0.0
COC(=O)c1c(NC(=O)c2ccc(S(=O)(=O)N3CCCc4ccccc43)cc2)sc2c1CC(C)(C)NC2(C)C	-3	0	1.7	-0.1
Cc1ccccc1CN1CCc2nnc(C(C)NC(=O)COc3ccccc3)n2CC1 (stereo not given)	-8	23	-1.1	0.6
O=C(CC1CCCC1)N1CCc2c(nc(N3CCCC3)[nH]c2=O)C1	15	2	0.7	0.3
O=C(c1cccc(F)c1)N(Cc1ccccn1)c1nc2ccccc2s1	-2	14	-1.0	0.3
CC(=O)NC(Cc1ccccc1)C(=O)OCN1C(=O)c2ccccc2C1=O (stereo not given)	2	2	0.3	-0.4
COC(=O)c1ccc(NC(=O)C2CC(=O)N(CCc3ccc(OC)c(OC)c3)C(=Nc3cccc(C(F)(F)F)c3)S2)cc1 (stereo not given)	5	-2	-0.4	0.1
CC(C)C[C@@H]1NC(=O)[C@@H]2C[C@H](NCc3ccc(C(C)C)cc3)CN2C1=O	3	2	-0.6	0.1
O=C(Cn1c2ccccc2c(=O)c2ccccc21)Nc1cccc(Cl)c1	3	-4	-1.1	0.5
C=CCCC(=O)NCC1Cc2cc(-c3ccccc3C(C)=O)ccc2O1 (stereo not given)	2	-3	0.5	0.0
COc1ccc(-n2nc3c(c2NC(=O)c2ccccc2F)CS(=O)(=O)C3)cc1	1	0	1.5	-0.1
Cc1ccc(Cn2c(=O)c3c(nc4n(-c5ccccc5O)c(C)cn34)n(C)c2=O)cc1	10	-8	-0.8	-0.1
Cc1nc(-c2coc3c(I)c(O)ccc3c2=O)cs1	-27	-3	-1.8	0.0
COc1ccc(/C(C)=N/NC(=O)COc2ccc(Br)cc2OC)cc1	4	-7	2.0	-0.1
C/C(CC(=O)Nc1cccc(Cl)c1Cl)=N\NC(N)=S	5	4	-0.2	-0.6
O=S(=O)(NCCSc1ccccc1)c1ccc(Cl)cc1	2	6	2.2	0.1
COc1ccc(-n2c(C)c(C(C)=O)c3cc(OC(=O)c4cccc(Cl)c4)ccc32)cc1	3	16	-1.6	-0.4
c1ccc(N2CCCCC2)c(Nc2nc3ccccc3n3cnnc23)c1	4	0	-1.1	0.0
COCCN(C1CCN(c2nccc(OC)n2)CC1)S(C)(=O)=O	3	20	1.1	0.7
Cc1cccc(-c2nnn3c2nc(NCc2ccco2)c2ccccc23)c1	-78	2	0.3	0.1
COc1ccc(C(CCO)NC(=O)c2cccs2)cc1OC (stereo not given)	1	-12	-0.6	0.1
CCN1CCN(C(=O)C2CCN(Cc3nc(-c4ccc(Cl)cc4)oc3C)CC2)CC1	-19	-9	-1.7	0.2
CC(C)c1ccc(CNc2cc(N3CCN(C(=O)/C=C/c4ccc(Cl)cc4Cl)CC3)ccc2[N+](=O)[O-])cc1	-2	-4	0.2	0.0
NC1=NC(=O)/C(=C/c2ccccc2OCC(=O)O)S1	-6	-13	-1.0	0.0
CCOc1cc(/C=C2\SC(=Nc3ccc(C(=O)O)cc3)N(C)C2=O)ccc1O	46*	3	1.5	-0.1
Cc1ccc(-n2cc(-c3ccccc3)c3c(NCc4ccc(F)cc4)ncnc32)cc1Cl	6	14	1.0	1.1

Entries of single compounds from above:
c1ccc(N2CCCCC2)c(Nc2nc3ccccc3n3cnnc23)c1 in the list: TEAD-YAP inh: 4; MITF primary: 0; GPR151 ag: -1.1; FBW7 act: 0.0
CC(C)c1ccc(CNc2cc(N3CCN(C(=O)/C=C/c4ccc(Cl)cc4Cl)CC3)ccc2[N+](=O)[O-])cc1 in the list: TEAD-YAP inh: -2; MITF primary: -4; GPR151 ag: 0.2; FBW7 act: 0.0
CCOc1cc(/C=C2\SC(=Nc3ccc(C(=O)O)cc3)N(C)C2=O)ccc1O in the list: TEAD-YAP inh: 46*; MITF primary: 3; GPR151 ag: 1.5; FBW7 act: -0.1

Going on with the list.
SMILES	TEAD-YAP inh	MITF primary	GPR151 ag	FBW7 act
Cc1ccc(-c2cnn3c(NCCc4ccccn4)ccnc23)cc1	-40	-21	0.2	-0.1
Cc1ccc2c(c1)-c1c(cnn1CC(=O)N1CCCCC1C)CO2 (stereo not given)	-3	-4	1.2	-0.1
CCOC(=O)c1sc2ncnc(Nc3cccc(NC(C)=O)c3)c2c1C	-2	1	-1.7	0.0
Cc1ccc(C2=NNC3(CC4CC3C3CCCC43)S2)cc1 (stereo not given)	-44	-12	0.9	-0.1
COC(=O)C1=C(C)N(C)C(=O)NC1c1ccc(I)cc1 (stereo not given)	-2	30	-0.9	0.1
Cc1ccc2cc(C#N)c(NCCNS(=O)(=O)c3cccc4ccccc34)nc2c1	-1	1	0.0	0.0
Cc1cccc(NS(=O)(=O)c2ccc(N=Cc3c(O)[nH]c(=S)[nH]c3=O)cc2)c1	3	-6	1.3	-0.2
CCCCNc1nc(Nc2cccc(OC)c2)c2cnn(C)c2n1	2	28	1.0	0.8
COc1ccc(-c2cn(S(=O)(=O)Cc3ccccc3)nc2N)c(OC)c1	-3	-3	2.9	-0.1
COC(=O)C1=CN(C23CC4CC(CC(C4)C2)C3)C=C(C(=O)OC)C1c1ccc2c(c1)OCO2	-4	2	-0.3	-0.1
Cc1ccc(NC(=O)COc2ccc(C(=O)Nc3ccc(F)cc3)cc2)cc1	-8	5	-0.8	0.0
COc1ccc(C)cc1N=C1NC(=O)/C(=C/c2ccc(C(=O)O)cc2)S1	3	14	0.7	0.2
COc1ccc(Nc2c3c(nc4nncn24)CCC3)cc1OC	-15	1	0.7	-0.1
COc1cccc(C(c2nnnn2CCc2ccccc2)N2CCN(C)CC2)c1OC (stereo not given)	2	-3	0.0	0.1
CC(C)(C)NC(=O)CSc1nc2ccccc2n1CC(=O)NC(C)(C)C	2	-12	0.4	0.1
CC(C)NC[C@@H](O)COc1ccc(CC(N)=O)cc1	2&-5	-15&-2	-0.2&1.6	-0.1&-0.1
CC(C)(C)OC(=O)N1CCC[C@@H](Nc2ccnc(Cl)n2)C1	-14	7	1.1	0.0
CSc1cccc(CN2CCN3C(=O)CN(C)C(=O)[C@H]3C2)c1	-8	-7	3.1	0.1
CCNC(=S)N(CCc1ccc(OC)cc1)C1CC(=O)N(c2ccc(F)cc2)C1=O (stereo not given)	-3	20	-0.6	0.1
CCOC(=O)/C(C#N)=C/c1c(Oc2ccc(Cl)c(C)c2)nc2ccccn2c1=O	9	16	0.2	0.1
Cn1cccc1C(CNS(=O)(=O)c1ccc2c(c1)OCCO2)N1CCOCC1 (stereo not given)	15	20	-0.3	0.2
O=C(Nc1ccc2oc(-c3cccnc3)nc2c1)c1sc2ccccc2c1Cl	10	-6	-0.5	-0.2
Cc1ccc(C2=NN(S(=O)(=O)c3ccccc3)C(c3ccccc3F)C2)cc1 (stereo not given)	-2	9	0.9	0.0
CCOc1ccc(-c2nc3n(n2)C(c2ccc(OC)c(OC)c2)C(C(N)=O)=C(C)N3)cc1 (stereo not given)	-3	-6	-0.6	-0.1
COc1ccc(-n2cc(C(=O)Nc3cccc(C(C)=O)c3)c3ccccc3c2=O)cc1	24	0	0.8	0.2
CCC(=O)Nc1nc(-c2cccnc2)nc2c1c(=O)oc1ccccc12	-3	2	0.2	-0.1
O=C1CC(c2cc3c(cc2Cl)OCO3)c2ccc3ccccc3c2N1 (stereo not given)	-11	9	-0.8	0.2
O=C(Nc1nc2ccccc2[nH]1)c1ccc2c(=O)n3c(nc2c1)CCCCC3	-31	3	1.7	0.1
CCN(CC)c1ccc(/C=N/NC(=O)CC(C)C)cc1	-16	7	0.0	0.1
CC(C)OC(=O)c1c(-c2ccc(Br)cc2)csc1NC(=O)/C=C/C(=O)O	36*	2	1.7	0.1
O=C(/C=C/c1ccc(Cl)cc1Cl)N1CCN(c2ccc([N+](=O)[O-])c(NCCc3ccccc3)c2)CC1	-14	0	0.1	-0.1
Cc1cc(-c2cnc(N3CCCC3)nc2C2CCN(C(=O)Cc3ccccc3O)CC2)on1	-10	14	0.9	0.2
CCOc1ccc(C2C(C(=O)N3CCN(c4cccc(Cl)c4)CC3)c3ccccc3C(=O)N2CCN2CCOCC2)cc1 (stereo not given)	0	1	-0.8	0.0
Cc1ccccc1-n1ncc2ccc([N+](=O)[O-])cc21	5	19	-0.8	0.2
CCN(CC)C(=O)C1CCCN(c2cc(C(=O)NCCO)ccn2)C1 (stereo not given)	2	4	-0.1	-0.1
CSc1ccccc1NC(=O)C1CCCO1 (stereo not given)	3	3	-1.4	0.1
CC(=O)Oc1ccc(C(=O)Nc2ccc(F)c(Cl)c2)cc1	-47	-2	-5.5	-0.1
CCN1C(=O)c2cccc3c(S(=O)(=O)NCCc4ccc(OC)c(OC)c4)ccc1c23	7	1	-0.1	-0.2
O=C(c1ccccc1Br)N1CCC(c2ccccc2)C1 (stereo not given)	-5	16	-2.9	0.1
COc1cc([N+](=O)[O-])ccc1NC(=O)c1cncc(Br)c1	-9	6	0.0	0.0
O=C(/C(=C\c1ccncc1)c1nc2ccccc2o1)c1ccccc1	-28	-23	-3.0	-0.1
CCOC(=O)c1cnc2c(C)cc(C)cc2c1NCc1ccco1	-7	6	0.4	0.2
O=C(CC(Cc1ccccc1)C(=O)Nc1nccs1)Nc1nccs1 (stereo not given)	14	17	-2.1	0.3
COc1ccccc1C(=O)N/C(=C\c1ccc2c(c1)OCO2)C(=O)O	0	-1	-0.7	-0.1
CCOc1cc(CN2CCC(n3nccc3NC(=O)c3ccccc3C)CC2)ccc1O	-4	4	-0.1	-0.2
Cc1cc(=O)oc2c3c(ccc12)O/C(=C\c1ccccc1O)C3=O	9	1	0.3	0.0
CCN(CC)C(=O)c1c(COC)n(CCCc2ccccc2)c(C)cc1=O	11	4	-0.2	0.1
O=c1c2ccccc2nc(SCc2cccnc2)n1CC1CCCO1 (stereo not given)	15	0	-1.2	0.1
Cc1ccc(C)c(NC(=O)CSc2nc(N)c(C#N)cc2C#N)c1	-12	-1	-0.6	-0.1
CC(=O)N1CCN(Cc2ccc3c(c2)CN(C(=O)Cc2cccc(F)c2)CCO3)CC1	7	-3	2.6	-0.1

Laid out differently: 2 of the compounds above
> Cc1cc(=O)oc2c3c(ccc12)O/C(=C\c1ccccc1O)C3=O
  TEAD-YAP inh = 9
  MITF primary = 1
  GPR151 ag = 0.3
  FBW7 act = 0.0
> CCN(CC)C(=O)c1c(COC)n(CCCc2ccccc2)c(C)cc1=O
  TEAD-YAP inh = 11
  MITF primary = 4
  GPR151 ag = -0.2
  FBW7 act = 0.1

(further entries)
SMILES	TEAD-YAP inh	MITF primary	GPR151 ag	FBW7 act
COc1ccc(N=c2scc(-c3ccc(Br)cc3)n2CCO)cc1	2	16	-0.6	-0.3
CCOC(=O)/C(C#N)=C/C=C1\C=Cc2ccccc2N1CC	3&-8	9&32	0.9&1.3	-0.6&-0.3
O=C(CN(Cc1ccccc1)S(=O)(=O)c1cc(Cl)ccc1Cl)NCCCO	9	2	0.0	0.0
O=C(Nc1ccc(F)c(Cl)c1)N1CCN(c2ccc(Nc3ccccn3)nn2)CC1	-13	0	1.2	-1.3
COc1cccc(CNC(=O)Nc2ccc(-c3ccncc3)cc2)c1	-11	18	-1.5	0.1
CCNC(=S)N/N=C(\C)c1cc2ccccc2o1	-9	2	1.9	-0.2
COc1ccc(-c2c(C#N)c(N)nc3sc(C(=O)Nc4ccc(Br)cc4)c(N)c23)cc1	11	2	-1.0	0.1
O=C(O)/C=C\C(=O)Nc1ccc2nc[nH]c2c1	-3	18	1.6	-0.1
C=CCOC(=O)C1=C(C)Nc2nnnn2C1c1cccs1 (stereo not given)	8	-1	1.0	-0.1
COc1ccc(S[C@@H]2C[C@@H](C(=O)N(C)Cc3ccn[nH]3)N(C(C)C)C2)cc1	1	6	-0.2	0.7
Cc1ccc(C(C)C)c(OCC(=O)NNCC(=O)Nc2cccc(F)c2)c1	6	-11	0.4	0.1

Compound activity as filed in PubChem.

Compounds as they come. Share with any hit: about 3.4%.
